# Screening results from PubChem BioAssay.
# ATXN2 expr inh: ATXN2 expression inhibition; HEK-293 ATXN2-luciferase reporter, luminescence, 24 h; Potency, µM (titrated, usually from 57 µM), for the others: at the top dose activity change, negative = inhibition, actives largely listed as inhibitors; actives 0.72% (n = 360,000); AID 1745845; further: potency means the concentration at half of the fitted maximal effect; on the % scale 0 is the no-effect control and ±100 the full control effect; nearly all actives have a fitted effect of over 55% in size
#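 ATXN2-luciferase reporter cells (luciferase flanked by upstream and downstream ATXN2 gene portions) were treated 24 h at 37 °C with compounds at up to 57 uM. SteadyGlo luminescence gave expression; GF-AFC fluorescence gave viability.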
# HepG2 tox: HepG2 cytotoxicity, counter-screen for TGF-b inhibitors | HepG2 CAGA-GFP viability, ATP luminescence, 18 h | Potency, µM (series often up to 46.1 µM), for the others: at the top dose activity change, negative = cytotoxicity, actives largely listed as cytotoxic | actives 0.76% (n = 410,000) | AID 588856; further: potency means the concentration at half of the fitted maximal effect; some results filed as inactive show a strong effect at the top dose
#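 CellTiter-Glo luminescence gave cytotoxicity after 18 hours at 37 degrees C. The cells were HepG2 CAGA-GFP in 1% FBS DMEM, stimulated with 500 pg/mL TGF-beta after compound addition. %Activity was normalised to no-cell wells (complete cell-killing) and DMSO (no toxicity), and curves were fitted and classified.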
# A549 tox: A549 cytotoxicity, counter-screen for Nrf2 inhibitors; A549 ARE-Fluc cells, CellTiter-Fluor viability, 18-24 h; Potency, µM (highest dose often 46 µM), inactives show top-dose activity change, negative = cytotoxicity, usual class: inhibitors; actives 0.16% (n = 390,000); AID 504648; further: potency means the concentration at half of the fitted maximal effect; on the % scale 0 is the no-effect control and ±100 the full control effect
#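 Cytotoxicity counterscreen: CellTiter-Fluor fluorescence was measured in A549 ARE_Fluc cells after 18-24 h of compound exposure in a concentration series. The subsequent BugLite luminescent read reports ARE-luciferase activity.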
# Nrf2 inh: Nrf2 pathway inhibition | A549 ARE-Fluc reporter, luciferase luminescence, 18-24 h | actives 2.1% (n = 360,000) | AID 504444 | Potency, µM (titrated, usually from 46 µM), for the others: top-dose activity change, negative = inhibition, usual class: inhibitors; further: potency means the concentration at half of the fitted maximal effect; on the % scale 0 is the no-effect control and ±100 the full control effect; nearly all actives have a fitted effect of over 60% in size
#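 In this cell-based qHTS, ARE-driven firefly luciferase in A549 cells reports Nrf2 activity; the luminescent signal after BugLite lysis is the measured value, with a prior CellTiter-Fluor read for cell health.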
# IL-2 act: activators of IL-2; IL-2 activation reporter assay, cell-based qHTS; stimulated with anti-CD3/CD4/CD28 beads; in transgenic mouse T cells; activation, % (series mostly up to about 46 µM); actives 0.065% (n = 360,000); AID 652025; in the data active means activation above about 50%; inconclusive means mostly about 30% to 49%; further: 0% is about no effect
#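 Readout: EGFP and DsRed signals by fluorescent plate cytometry. Unstimulated transgenic mouse T cells received compound 60 min before antibody-bead stimulation, then incubated 18 h at 37 degrees C.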
# EPAC2 ag: agonists of human EPAC2 (RAPGEF4); Q8WZA2; EPAC2 activation, biochemical qHTS; response scale: 100% = 6.5 mM cAMP response; Potency, µM (top dose mostly 154 µM), for the others: at the highest dose activation, actives largely listed as activators; actives 0.079% (n = 360,000); further: potency means the concentration at half of the fitted maximal effect; nearly all actives have a fitted effect of over 50% in size
# Target sequence (Q8WZA2 whole entry, looked up): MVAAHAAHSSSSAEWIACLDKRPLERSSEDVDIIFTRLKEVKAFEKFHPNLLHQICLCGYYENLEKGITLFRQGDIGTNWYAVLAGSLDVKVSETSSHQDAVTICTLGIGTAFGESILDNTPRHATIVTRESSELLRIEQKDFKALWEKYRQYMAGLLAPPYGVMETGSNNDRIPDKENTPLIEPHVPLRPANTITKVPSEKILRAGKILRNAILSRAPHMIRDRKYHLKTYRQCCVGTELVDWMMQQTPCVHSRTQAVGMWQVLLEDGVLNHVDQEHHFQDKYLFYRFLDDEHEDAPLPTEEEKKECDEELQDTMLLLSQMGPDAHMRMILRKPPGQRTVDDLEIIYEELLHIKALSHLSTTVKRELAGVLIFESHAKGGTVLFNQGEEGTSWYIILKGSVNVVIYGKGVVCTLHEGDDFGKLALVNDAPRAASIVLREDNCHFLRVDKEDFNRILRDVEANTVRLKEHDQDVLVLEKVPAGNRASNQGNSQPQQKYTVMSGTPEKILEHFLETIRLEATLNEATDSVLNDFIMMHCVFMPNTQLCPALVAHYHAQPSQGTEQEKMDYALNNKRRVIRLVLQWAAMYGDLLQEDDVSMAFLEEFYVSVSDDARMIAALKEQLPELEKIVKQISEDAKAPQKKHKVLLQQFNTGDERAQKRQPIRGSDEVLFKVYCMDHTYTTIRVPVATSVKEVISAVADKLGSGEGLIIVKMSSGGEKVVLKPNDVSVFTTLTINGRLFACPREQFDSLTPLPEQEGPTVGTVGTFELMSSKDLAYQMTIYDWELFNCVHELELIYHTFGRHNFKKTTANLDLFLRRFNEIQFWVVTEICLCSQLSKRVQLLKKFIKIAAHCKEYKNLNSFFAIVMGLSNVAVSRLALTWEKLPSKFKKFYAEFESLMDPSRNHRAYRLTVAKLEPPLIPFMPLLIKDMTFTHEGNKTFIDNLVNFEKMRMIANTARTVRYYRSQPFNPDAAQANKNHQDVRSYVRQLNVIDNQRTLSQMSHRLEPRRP
#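 Compounds were titrated in qHTS against a Rap1B-BODIPY-GDP (250 nM) complex with EPAC2 (100 nM) and GDP (50 uM). BODIPY-GDP release tracked at 480/540 nm over 30 min at room temperature, normalized to 6.5 mM cAMP.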
# Nrf2 ARE act: activates Nrf2 signaling. AREc32 ARE-luciferase reporter (MCF7-derived line), luminescence, 24 h. Potency, µM (doses to about 46.1 µM), without a hit: at the highest dose activation, hits mostly activators. actives 0.31% (n = 410,000). AID 624171; further: potency means the concentration at half of the fitted maximal effect; % of control where 0% means no effect; nearly all actives have a fitted effect of over 65% in size
#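 Luminescent ARE reporter assay in AREc32_Fluc cells: overnight plating at 37 deg C, 24 hr compound incubation, Steady-Glo added, 30 min RT before reading.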
# TGFb SMAD3 inh: TGF-b pathway inhibition; Potency, µM (doses to about 46.1 µM), without a hit: top-dose activity, negative = inhibition, hits mostly inhibitors; HepG2 CAGA-GFP TGF-b/SMAD3 reporter, GFP fluorescence, 18 h; TGF-beta stimulated, 500 pg/mL final; actives 1.2% (n = 410,000); further: potency means the concentration at half of the fitted maximal effect; on the % scale 0 is the no-effect control and ±100 the full control effect; nearly all actives have a fitted effect of over 65% in size
#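 TGF-beta reporter screen: HEPG2 CAGA-GFP, 1% FBS, 500 pg/mL TGF-beta final, 18 h; per-cell GFP summed per well; curves fitted and categorized by class.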
# ATXN viability: reduces viability in counter-screen for ATXN expression inhibitors | S2 cells (HEK-293 line with an ATXN2-luciferase reporter) viability, CellTiter-Fluor protease fluorescence, 24 h | Potency, µM (series often up to 56.7 µM), usual class: cytotoxic | actives 0.49% (n = 400,000) | AID 651635; further: potency means the concentration at half of the fitted maximal effect; nearly all actives have a fitted effect of over 40% in size
# The depositor's hits bear a star; i = inactive; ? = inconclusive; . = no result given; & = joins results of further samples; [ ] = another dose, or the depositor's remark. Unless noted, the call rests on the fitted dose curve; in most records, active means well fitted curve in the direction sought with a large enough effect; inconclusive means small, poorly fitted or top-dose-only effect, or another doubt; inactive means no such curve, though single readings can be large; an effect the other way counts as inactive or inconclusive.
SMILES,ATXN2 expr inh,HepG2 tox,A549 tox,Nrf2 inh,IL-2 act,EPAC2 ag,Nrf2 ARE act,TGFb SMAD3 inh,ATXN viability
Nc1ccc(S(=O)(=O)NN=Cc2ccccc2[N+](=O)[O-])cc1,-6%,1%,-9%,-9%,0.2,11%,6.8%,6%,?
Cc1cccc(CSc2nc3c(c(-c4cccs4)c2C#N)CN(C)CC3)c1,-3%,7%,13%,1%,-1.6,1%,-0.2%,-6%,i
O=C(COC(=O)c1nc(Cl)ccc1Cl)Nc1ccc(Cl)cc1,.,-12%,2%,22%,0.6,2%,0.5%,-7%,?
CCOC(=O)c1ccc(NC(=O)CSc2cc(=O)n(CC)c3ccccc23)cc1,7%,-7%,-6%,.,.,.,-0.7%,-2%,i
Cn1cc(CC(=O)Nc2cccc(C#N)c2)c2ccccc21,-2%,5%,11%,.,-0.3,4%,-0.1%,?,i
COc1ccc(N2CCN(C(=O)c3ccc(C)c(NC(=O)c4nsc5ccccc45)c3)CC2)cc1,4%,-3%,-2%,.,.,.,6.9%,-18%,i
O=C(c1ccc2c(=O)n(Cc3ccc(Cl)cc3)c(=S)[nH]c2c1)N1CCOCC1,?,-20%,1%,-14%,-3.1,3%,-0.8%,-22%,i
COc1cc(NCc2ccccc2)c2ncn(Cc3ccccc3)c2c1,-25%,-7%,?,?,0.5,10%,0.1%,?,?
CN(C)C(CNC(=O)c1ccc2nc[nH]c2c1)c1ccccc1 (stereo not given),-1%,-1%,0%,8%,1.5,4%,0.3%,3%,i
CSc1ccccc1NC(=O)c1c(Br)cnn1C,-8%,2%,2%,.,-0.2,9%,2.4%,-17%,i
CCOC(=O)c1cc(S(=O)(=O)N2CCN(C3CCCCC3)CC2)cn1C,5%,3%,?,8%,-2.0,-1%,-0.5%,0%,i
CCc1ccc(N2CC(C(=O)Nc3cc(C)on3)CC2=O)cc1 (stereo not given),-22%,10%,3%,6%,0.9,4%,-0.8%,2%,i
O=C(NN1C(=O)C2C3C=CC([C@@H]2C1=O)C31CC1)c1ccccc1 (stereo not given in full),.,-21%,-5%,-15%,2.0,2%,0.0%,-5%,i
COc1ccc(C(=O)COc2ccc3c(C)cc(=O)oc3c2)cc1,.,-1%,1%,-23%,0.1,3%,-0.2%,25%,i
COc1ccc(OC)c(NC(=S)N2c3ccccc3CC2C)c1 (stereo not given),-4%,3%,7%,-8%,-2.1,9%,0.1%,-2%,i
CC1CCCN(C(=S)Nc2ccc(Nc3ccccc3)cc2)C1 (stereo not given),4%,-8%,-21%,?,-0.8,11%,3.3%,?,i
COc1ccc(S(=O)(=O)N2CCN(c3nc(-c4ccccc4)nc4ccccc34)CC2)cc1,.,-34%,6%,-12%,.,.,.,-20%,.
CC1CCCN(Cc2nc3c(c(=O)n(C)c(=O)n3C)n2Cc2c(F)cccc2Cl)C1 (stereo not given),-25%,-8%,0%,17%,-1.4,1%,0.5%,5%,i
CNC(=S)N/N=C/c1ccc(-c2ccc(Cl)c([N+](=O)[O-])c2)o1,15%[11.3 µM],1%,-8%,10%,-1.2,13%,7.6%,3%,i
CCC(=O)N1CCc2cc(S(=O)(=O)N3CCN(c4ccccc4)CC3)ccc21,.,10%,0%,8%,0.2,-4%,-0.9%,11%,i
Cc1ccccc1C1CC(c2ccc(Br)cc2)Nc2nc(N)nn21 (stereo not given),-5%,-25%,1%,-2%,1.3,0%,0.6%,-6%,i
S=C(NCc1ccc(Cl)cc1)Nc1ccc(Cl)cc1Cl,-21%,-3%,19%,-25%,-1.0,13%,-0.8%,-14%,i
CC(C)COC(=O)N(C)C[C@H]1OCc2cnnn2CCCC(=O)N([C@@H](C)CO)C[C@H]1C,7%,-3%,.,.,-3.7,9%,-0.1%,7%,?
O=C(CSCC(=O)OCC(=O)c1ccc(Br)cc1)Nc1cccc2ccccc12,0%,-13%,-6%,19%,-2.4,7%,0.8%,-18%,i
Cc1cc(C(=O)NNC(=S)Nc2ccccc2)nn1C,1%,-19%,-2%,?,0.1,1%,-0.6%,-3%,i
O=C(O)CC/C(=C\c1cc2c(cc1Br)OCO2)c1nc2ccccc2s1,12%,4%,0%,-20%,0.6,-4%,?,-26%,i
COc1ccc(-c2cn3c(C)c(C(=O)NCc4ccc5c(c4)OCO5)sc3n2)cc1,-25%,-28%,1%,-5%,-0.6,23%,-1.1%,-33%,i
O=C(CCN1C(=O)/C(=C/c2ccccc2Cl)SC1=S)NCCc1ccc(O)cc1,-9%,7%,-23%,-29%,-2.7,-9%,9.3%,-24%,i
Cc1ccc(CN(N=Nc2nonc2N)c2nonc2N)c(C)c1,?,-51%,-15%,-36%,-2.7,14%,0.2%,-1%,?
O=C(OCc1ccccc1F)c1cc(S(=O)(=O)N2CCCCC2)ccc1N1CCOCC1,.,-11%,.,.,0.6,4%,0.0%,-3%,?
COC(=O)c1ccc(CNCC(=O)Nc2ccc(C(=O)OC)cc2)cc1,-10%,-1%,4%,5%,0.2,4%,-0.4%,-2%,i
Cc1cc(C)cc(OCC(=O)Nc2nonc2NC(=O)COc2cc(C)cc(C)c2)c1,1%,-12%,.,7%,1.5,3%,-0.5%,-10%,i
Cc1cccn2cc(-c3cccc(NS(=O)(=O)c4ccc(Cl)c(Cl)c4)c3)nc12,-36%,-36%,2%,6%,.,.,-1.2%,?,i
CCOc1ccccc1NC1(c2ccccc2)C(=O)c2ccccc2C1=O,-5%,-8%,-2%,16%,.,.,-0.3%,7%,?
CC1CCCCN1C(=O)CSCC(=O)Nc1nc(-c2cccs2)cs1 (stereo not given),8%,-31%,-2%,19%,0.5,4%,9.7%,-19%,i
Cc1ccc2c(=O)cc(C(=O)N(Cc3ccc(N(C)C)cc3)C3CCS(=O)(=O)C3)oc2c1 (stereo not given),9%,3%,-5%,30%,.,.,4.4%,-4%,i
Cc1c(O)c(CN(C)C)cc2c1oc(=O)c1ccccc12,-18%,-15%,0%,0%,-2.1,7%,2.3%,-10%,i
O=C(Cn1cc2c(n1)CCCC2)NCc1cccc(Cl)c1,8%,-2%,4%,-11%,0.6,4%,0.3%,2%,i
CCOc1ccccc1NC(=O)N(Cc1ccc(C)o1)C1CCN(C(C)=O)CC1,2%,-5%,-10%,11%,.,.,0.1%,-27%,i
CCOC(=O)[C@@H]1[C@H]2COc3ccc(Br)cc3[C@H]2N2C(=O)N(c3ccc(C)cc3)C(=O)[C@@]12C,6%,-1%,-4%,7%,-2.1,9%,-0.5%,?,i
Cc1ccc(NS(=O)(=O)c2ccc(-n3cccn3)cc2)nc1,.,4%,-3%,4%,-0.8,-2%,-1.0%,1%,i
CCc1ccc(NC(=O)C2CCN(S(=O)(=O)c3c(C)noc3C)CC2)cc1,-9%&-22%,4%&-37%,-3%&1%,?,-2.2,-2%,-0.7%&-1.1%,-5%&-20%,i
CCCCCCCCSC1=CC(=O)C(OC)=C(OC)C1=O,.,7.1µM*,.,.,1.4,-9%,?,10µM*,?
Cc1ccc(-c2nn(-c3cccc([N+](=O)[O-])c3)c3c2cnc2ccc(F)cc23)cc1,14%,-10%,-2%,.,.,.,-0.4%,2%,i
CCN(Cc1ccccc1)S(=O)(=O)c1ccc(OC)c2ncccc12,-30%,-12%,-2%,-17%,-1.6,7%,0.3%,?,i
O=C(CCc1nnc(COc2ccccc2)o1)NCc1ccccc1C(F)(F)F,.,-5%,12%,30%,0.0,8%,2.9%,-24%,i
CCOCc1nnc(NC(=O)C2CCN(C(=O)C3CC(=O)N(c4ccc(C)cc4)C3)CC2)s1 (stereo not given),-9%,7%,0%,-22%,2.0,4%,-0.1%,-11%,i
CCOC(=O)C1CCN(C(=O)c2ccc3c(=O)n4nc(Nc5ccccc5CC)sc4nc3c2)CC1,.,-24%,.,.,-4.7,11%,-0.3%,?,?
O=C(c1cccc(Cl)c1)N1CCN(Cc2c[nH]c3ccccc23)CC1,-9%,-40%,1%,3%,2.8,6%,0.4%,-2%,i

# Structures shown so far containing an aryl methoxy group, in the order listed:
SMILES,ATXN2 expr inh,HepG2 tox,A549 tox,Nrf2 inh,IL-2 act,EPAC2 ag,Nrf2 ARE act,TGFb SMAD3 inh,ATXN viability
COc1ccc(N2CCN(C(=O)c3ccc(C)c(NC(=O)c4nsc5ccccc45)c3)CC2)cc1,4%,-3%,-2%,.,.,.,6.9%,-18%,i
COc1cc(NCc2ccccc2)c2ncn(Cc3ccccc3)c2c1,-25%,-7%,?,?,0.5,10%,0.1%,?,?
COc1ccc(C(=O)COc2ccc3c(C)cc(=O)oc3c2)cc1,.,-1%,1%,-23%,0.1,3%,-0.2%,25%,i
COc1ccc(OC)c(NC(=S)N2c3ccccc3CC2C)c1 (stereo not given),-4%,3%,7%,-8%,-2.1,9%,0.1%,-2%,i
COc1ccc(S(=O)(=O)N2CCN(c3nc(-c4ccccc4)nc4ccccc34)CC2)cc1,.,-34%,6%,-12%,.,.,.,-20%,.
COc1ccc(-c2cn3c(C)c(C(=O)NCc4ccc5c(c4)OCO5)sc3n2)cc1,-25%,-28%,1%,-5%,-0.6,23%,-1.1%,-33%,i
CCN(Cc1ccccc1)S(=O)(=O)c1ccc(OC)c2ncccc12,-30%,-12%,-2%,-17%,-1.6,7%,0.3%,?,i
